Source: PubChem
Pf gamet viab – kills late stage P. falciparum gametocytes. P. falciparum stage V gametocytes, ATP luminescence, 24 h. AID 743093. inhibition, % at 10.9 µM. 150,000 tested, 0.065% active;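 active = inhibition above the mean plus 3 SD of compounds within the control limits, set per campaign, cut at about 38% in these data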;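 also: 0% = DMSO wells and 100% = medium only without gametocytes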
RGS4-Gao reg – modulates binding of RGS4 to human Galphao; AID 1415; Multiplexed bead flow cytometry; actives lie on both sides; binding response (% of control), % at 10 µM; 220,000 tested, 0.33% active; in the data active = binding response below about 49% or above about 150%; inactive = in between;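 also: fluorescent Galphao activated with aluminum fluoride binding bead-coupled RGS4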
Target sequence (P09471 whole entry, looked up): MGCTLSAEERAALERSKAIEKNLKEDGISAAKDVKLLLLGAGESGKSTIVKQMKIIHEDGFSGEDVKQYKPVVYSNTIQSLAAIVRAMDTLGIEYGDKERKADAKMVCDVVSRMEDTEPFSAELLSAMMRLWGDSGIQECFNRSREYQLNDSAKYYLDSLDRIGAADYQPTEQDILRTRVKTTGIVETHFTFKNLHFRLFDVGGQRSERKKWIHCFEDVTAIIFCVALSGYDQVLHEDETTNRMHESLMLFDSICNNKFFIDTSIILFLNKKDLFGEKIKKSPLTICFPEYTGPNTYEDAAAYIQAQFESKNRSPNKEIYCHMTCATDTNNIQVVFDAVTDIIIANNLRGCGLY
Mcl1 Noxa PPI – Mcl-1/Noxa interaction inhibition. AID 1022. inhibition, % at 21.7 µM. 220,000 tested, 1.5% active. Q07820. TR-FRET Mcl-1/Noxa peptide binding, 2 h;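 active = compounds that cut the protein-peptide binding signal by more than 50% relative to plate controls in a single-dose test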;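 also: His-tagged Mcl-1 with rhodamine Noxa BH3 peptide and terbium anti-His antibody; 0% = Mcl-1 plus Noxa peptide wells and 100% = peptide-only wells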
GSH fluor – compound fluoresces at 488/530 nm on GSH beads. GSH beads flow cytometry, compound fluorescence 488/530 nm; stronger effect = higher value. fluorescence (KMESF) at 10 µM. 190,000 tested, 0.25% active. AID 1776; in the data active = fluorescence above about 89;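 also: glutathione beads carrying GST-tagged Bcl family fusion proteins plus one bare bead set; values are compound well signal with DMSO vehicle wells as background; inactives centre near 16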
ABCG2 block – blocks JC-1 efflux by human ABCG2 transporter | 190,000 tested, 0.1% active | IgMXP3 cells, flow cytometry | Q9UNQ0 | AID 1325 | inhibition, % at 6.6 µM;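 active = inhibition above 80%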;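 also: 0% = DMSO and 100% = nicardipine control wells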
Target sequence (Q9UNQ0 whole entry, looked up): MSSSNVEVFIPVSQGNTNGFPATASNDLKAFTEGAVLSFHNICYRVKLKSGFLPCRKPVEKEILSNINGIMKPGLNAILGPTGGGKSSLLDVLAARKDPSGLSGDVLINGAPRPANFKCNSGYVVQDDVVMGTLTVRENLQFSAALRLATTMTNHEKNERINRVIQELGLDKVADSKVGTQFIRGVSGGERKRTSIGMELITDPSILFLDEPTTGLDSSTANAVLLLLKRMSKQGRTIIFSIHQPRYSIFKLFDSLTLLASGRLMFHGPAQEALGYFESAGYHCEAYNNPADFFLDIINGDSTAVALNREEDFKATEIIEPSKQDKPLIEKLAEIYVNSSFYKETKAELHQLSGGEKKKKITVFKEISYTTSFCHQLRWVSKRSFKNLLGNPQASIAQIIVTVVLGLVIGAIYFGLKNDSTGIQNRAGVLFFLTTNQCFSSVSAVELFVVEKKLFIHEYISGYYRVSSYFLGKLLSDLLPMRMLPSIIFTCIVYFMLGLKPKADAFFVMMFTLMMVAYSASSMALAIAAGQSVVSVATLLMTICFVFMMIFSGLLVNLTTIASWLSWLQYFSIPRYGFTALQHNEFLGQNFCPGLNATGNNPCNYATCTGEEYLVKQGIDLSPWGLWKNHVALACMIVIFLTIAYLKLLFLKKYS
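Test system: IgMXP3 cells (ABCG2) mixed with DDAO far-red-labelled CCRF-Adr cells (ABCB1). Reagent: JC-1 transporter substrate. Compound dosing: single test compound dose, 6.6 µM final. Times: 10 min compound exposure, 25 °C. Detection: flow cytometry of retained JC-1 fluorescence. Read-out basis: efflux inhibition in percent versus controls. Controls: nicardipine and DMSO wells.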
Avidin fluor – avidin bead compound fluorescence profile; Avidin beads, compound fluorescence 488/530 nm, flow cytometry; stronger effect = higher value; 220,000 tested, 0.38% active; fluorescence (KMESF) at 10 µM; in the data active = fluorescence above about 47; also: inactives centre near 10
Mcl1 Bid PPI – disrupts binding of human Mcl-1 to Bid peptide | 220,000 tested, 0.97% active | Q07820 | inhibition, % at 21.7 µM | AID 1021 | TR-FRET Mcl-1/Bid-Dy647 peptide binding, 1536-well;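 active = compounds that cut the binding signal by more than half at the single screening dose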;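 also: His-tagged Mcl-1 with europium anti-His antibody binding Bid BH3 peptide; 0% = Mcl-1 plus peptide wells and 100% = peptide-only wells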
RGS7-Gao reg – human RGS7-Galphao interaction regulation; Multiplexed bead flow cytometry, RGS7-Galphao binding; actives lie on both sides; P09471; 220,000 tested, 0.35% active; binding response (% of control), % at 10 µM; in the data active = binding response below about 49% or above about 150%; inconclusive = no clear call, values can overlap the other calls; inactive = in between;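 also: fluorescent Galphao held in activated GDP-AlF4 state binding bead-coupled RGS7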
ABCB1 inh – human ABCB1 inhibition, ABCG2 as counter-screen; 190,000 tested, 0.067% active; inhibition, % at 6.6 µM; P08183; CCRF-Adr cells, JC-1 efflux, flow cytometry; in the data active = inhibition above about 40%;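 also: 0% = vehicle and 100% = reference inhibitor; higher value means more JC-1 retained so stronger ABCB1 efflux block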
Mcl-1 Bim block – human Bim-Mcl-1 interaction inhibition; Q07820; Bead-based flow cytometry, Bim peptide-Mcl-1 binding; inhibition, % at 10 µM; 190,000 tested, 0.1% active; in the data active = inhibition above about 40%;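 also: 0% = no compound tracer wells and 100% = peptide blocker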
RGS8-Gao – human RGS8-Galphao interaction regulation | P09471 | multiplexed bead flow cytometry, RGS8-Galphao binding; actives lie on both sides | response (percent of control binding), % at 10 µM | 220,000 tested, 0.34% active; in the data active = response below about 60% or above about 140%; inactive = in between;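 also: Galphao activated as the GDP aluminium fluoride complex binding bead-coupled RGS8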
Starred values were filed as active, the others as inactive; ? = inconclusive; . = not tested or not shown.

SMILES | Pf gamet viab | RGS4-Gao reg | Mcl1 Noxa PPI | GSH fluor | ABCG2 block | Avidin fluor | Mcl1 Bid PPI | RGS7-Gao reg | ABCB1 inh | Mcl-1 Bim block | RGS8-Gao
CS(=O)(=O)N1CCN(CC(=O)NC2CCCCC2)CC1 | 0 | 98 | 8 | 15 | 1 | 12 | -49 | 98 | 0.5 | -1 | 101
Cc1nn(-c2ccccc2)c(N)c1Sc1ccc([N+](=O)[O-])cc1 | -12 | 101 | 14 | 14 | -2 | 16 | -37 | 96 | 1.8 | -1 | 97
O=C(CN1C(=O)NC(Cc2ccccc2)C1=O)Nc1ccccc1 (stereo not given) | . | 84 | -2 | 38 | 2 | 2 | -19 | 83 | 0.4 | 0 | 98
COc1cc(C)ccc1OCCCCN1CC(C)OC(C)C1 (stereo not given) | . | 104 | 29 | 35 | 12 | 16 | 52* | 102 | 0.3 | -2 | 101
Cc1cc(C)c(C(N)=O)c(Cl)n1 | -11 | 102 | 16 | 16 | 2 | 11 | 0 | ? | 0.8 | 0 | 103
CCN(CC)S(=O)(=O)c1ccc2c(c1)c(=O)c(C(=O)N1CCOCC1)cn2C | . | 99 | 13 | 48 | 0 | 5 | -1 | 95 | -0.1 | -5 | 96
CCC(CC)C(=O)Nc1ccccc1-n1cccc1 | . | 102 | 7 | 9 | 0 | 10 | -129 | 103 | 0.0 | 1 | 102
O=C1CC(c2ccccc2Br)c2cc3c(cc2N1)CCC3 (stereo not given) | . | 96 | 0 | 26 | 1 | 9 | -10 | 95 | 0.5 | -1 | 101
N#Cc1cn(-c2ccccc2)nc1-c1ccc2c(c1)OCCO2 | 20 | 101 | -53 | 13 | 3 | 36 | -21 | 94 | 0.2 | -2 | 102
CC(C)(C)NC(=O)C(OC(=O)c1cccs1)c1ccccc1 (stereo not given) | -27 | 101 | 23 | 20 | 7 | 11 | -10 | 103 | 1.7 | 3 | 98
OC(COCc1ccccc1)CN1CCCC1 (stereo not given) | . | 102 | -7 | 22 | 0 | 5 | -4 | 102 | 0.0 | 1 | 102
O=C(NC1CCCc2ccccc21)c1cccc(S(=O)(=O)N2CCN(c3ccccc3)CC2)c1 (stereo not given) | -9 | 105 | -4 | 9 | 1 | 11 | -35 | 105 | 0.5 | 1 | 105
O=C(Nc1cc(C(=O)N2CCCC2)ccc1N1CCCC1)c1ccccc1 | . | 101 | 9 | 79 | 0 | 11 | -65 | 104 | 0.5 | 0 | 100
O=C(CNC(=O)c1ccccc1F)N/N=C/c1cc(Br)ccc1OCc1ccccc1 | . | 103 | 2 | 17 | 15 | 13 | -44 | 105 | 3.5 | 0 | 104
Cc1onc(-c2ccccc2)c1C(=O)Nc1sc2c(c1C#N)CCC(C)C2 (stereo not given) | 11 | 102 | 1 | 5 | 6 | 7 | -42 | 99 | 1.1 | 0 | 100
Cc1ccc(S(C)(=O)=NC(=O)NC(=O)c2c(F)cccc2Cl)cc1 (stereo not given) | 4 | 99 | -1 | . | . | 7 | -8 | ? | . | . | 102
NC1=NC(=O)CC(C(=O)NCCc2ccccc2)S1 (stereo not given) | . | -82* | -8 | 10 | 5 | . | -35 | -29* | 0.3 | -1 | 3.8*
COc1ccc(Nc2nc(C(=O)NCc3ccco3)cs2)cc1 | -9 | 103 | 9 | . | . | 7 | -58 | ? | . | . | 105
CN(c1ccccc1)S(=O)(=O)c1cccc(NC(=O)Nc2ccc(Cl)cc2C#N)c1 | 10 | 95 | -3 | 22 | 14 | 11 | 13 | 93 | 2.9 | -1 | 96
CCN(CC)S(=O)(=O)c1ccc(C)c(NC(=O)CN2CCN(C)CC2)c1 | -15 | 103 | 33 | . | . | 3 | 65* | ? | . | . | 102
O=C1N=C(N2CCOCC2)S/C1=C\c1ccc(OS(=O)(=O)c2ccccc2)cc1 | . | 106 | 17 | 13 | 2 | 17 | 6 | 107 | 3.6 | -2 | 111
CCCCNC(=O)NNC(=O)c1ccoc1C | -21 | 101 | -7 | 21 | 0 | 12 | -23 | 101 | 0.0 | 0 | 103
C=C(C)Cn1c(SCCCO)nc2c1c(=O)[nH]c(=O)n2C | 19 | 96 | -4 | 21 | 1 | 1 | -43 | 97 | 0.2 | -6 | 93
Cc1c(C(=O)NN)nc2ccccn12 | -6 | 99 | 7 | 14 | 0 | 5 | 3 | 97 | -0.1 | -3 | 96
Oc1c(C(c2cccs2)N2CCN(c3ccc(F)cc3)CC2)sc2ncnn12 (stereo not given) | . | 97 | -11 | 12 | 2 | 7 | -39 | 95 | 0.6 | -1 | 100

(more compounds)
SMILES | Pf gamet viab | RGS4-Gao reg | Mcl1 Noxa PPI | GSH fluor | ABCG2 block | Avidin fluor | Mcl1 Bid PPI | RGS7-Gao reg | ABCB1 inh | Mcl-1 Bim block | RGS8-Gao
CS(=O)(=O)Nc1ccc(C2=NN(C(=O)c3ccco3)C(c3cccc(F)c3)C2)cc1 (stereo not given) | -6 | 99 | 25 | 11 | 6 | 6 | -9 | 98 | 1.9 | 3 | 99
CSc1cccc(NC(=S)N(CCN(C)C)C(C)c2ccncc2)c1 (stereo not given) | 8 | 97 | 0 | . | . | . | -133 | ? | . | . | 99
COc1ccc(-c2c3c(=O)n(C)c(=O)n(C)c3cn2Cc2ccccn2)cc1 | . | 99 | -26 | 22 | 2 | 8 | -77 | 98 | 0.6 | 0 | 99
COC(=O)c1cnn(C(=O)c2cc(OC)ccc2Br)c1N | . | 99 | 5 | 15 | 1 | 30 | -33 | 101 | 0.7 | -2 | 102
O=Cc1c(Cl)nc2ccccn2c1=O | -6 | 106 | -21 | . | . | 8 | 28 | ? | . | . | 102
CN1CCN(CC(=O)N/N=C/c2ccc(F)c(F)c2)CC1 | . | 111 | 35 | 12 | 4 | 14 | 5 | 113 | 1.8 | 1 | 109
CC(=O)c1sc(-c2ccccn2)nc1C | . | 100 | 19 | 12 | 5 | 5 | -38 | 100 | 2.4 | -3 | 98
C/C(=N\NC(=O)c1ccncc1)c1cc2ccccc2oc1=O | -11 | 100 | 18 | 12 | -4 | 6 | -33 | 99 | -0.2 | -1 | 90
CC1CC(N(C(=O)c2ccco2)c2ccccc2)c2ccccc2N1C(=O)c1ccco1 (stereo not given) | 0 | 98 | -12 | 6 | 1 | 7 | -11 | 99 | 2.5 | 2 | 101
COC(=O)c1cc(OC)c(OC)cc1NC(=O)c1c(-c2ccccc2)noc1C | . | 102 | 17 | 13 | 6 | 35 | -25 | 99 | 2.2 | -1 | 102
NS(=O)(=O)c1ccc(CNC(=O)NC23CC4CC(CC(C4)C2)C3)cc1 | . | 100 | -9 | 23 | 0 | 5 | -20 | 102 | 0.0 | -2 | 100
COc1ccc(CC(NC(C)=O)C(=O)NC2CCN(c3c(Cc4ccccc4)c(C)nc4ncnn34)CC2)c(OC)c1 (stereo not given) | -15 | 97 | 0 | 11 | 23 | 11 | -6 | 99 | 0.1 | -1 | 101
O=C(Nc1nc2ccccc2n1Cc1ccccc1)c1ccc(COc2ccccc2[N+](=O)[O-])o1 | . | 99 | 14 | 8 | -1 | 10 | 18 | 99 | -0.4 | 2 | 102
CN(c1ccccc1)c1nc(N)c([N+](=O)[O-])c(N2CCCCCC2)n1 | 5 | 102 | 10 | . | . | 3 | 9 | ? | . | . | 101
COc1ccccc1N(CC(=O)NC1CCCC1)C(=O)c1csnn1 | . | 100 | 14 | 34 | 5 | 11 | -13 | 101 | 0.4 | -3 | 104
COc1ccc(N2CCN(C(c3ccc4ncccc4c3)c3nnnn3C(C)C)CC2)cc1 (stereo not given) | -14 | 106 | -12 | . | . | 7 | -60 | ? | . | . | 105
C[C@H]1CC[C@@]2(O[C@@H](CCO)C[C@@H](O)[C@@H]2O)O1 | . | 81 | -14 | 19 | 5 | 5 | 1 | 69 | 0.7 | -2 | 99
O=C(NCc1ccccn1)NC12CC3CC(CC(C3)C1)C2 | . | 102 | 7 | 42 | 0 | 6 | -26 | 102 | 0.1 | 0 | 105
Fc1ccc(CSc2ncnc3scc(-c4ccccc4)c23)cc1 | . | 101 | 9 | 15 | 9 | 21 | -20 | 105 | 0.8 | 1 | 99
Cc1oc2c(c1C(=O)Nc1cccc(C(=O)O)c1)CCCC2 | . | 106 | 25 | 36 | 0 | 7 | -19 | 101 | 0.0 | 0 | 103
CCOC(=O)c1cnn(-c2ncnc3sc4c(c23)CCC4)c1N | 18 | 121 | 12 | 23 | 9 | 52* | 1 | 116 | 1.0 | 0 | 102
N#C/C(C(=O)c1ccccc1)=C1/SC=C(N)N1c1ccccc1 | . | 105 | 55* | 36 | -5 | 15 | 15 | 104 | 0.2 | -3 | 104
CC(O)C(NS(=O)(=O)c1ccc(Cl)cc1)C(=O)OCC(=O)Nc1cccnc1Cl (stereo not given) | 12 | 108 | 12 | 11 | 0 | 3 | -1 | 106 | 0.9 | 0 | 108
Cc1oc(C(C)(C)C)cc1-c1cc(NC(=O)c2ccc([N+](=O)[O-])cc2)n[nH]1 | -5 | 96 | -11 | . | . | 5 | -18 | ? | . | . | 97
CC(C(c1cccs1)c1c(N)n(C)c(=O)n(C)c1=O)[N+](=O)[O-] (stereo not given) | 0 | 102 | -4 | . | . | 7 | -20 | ? | . | . | 100

Single entries from above.
CC(C(c1cccs1)c1c(N)n(C)c(=O)n(C)c1=O)[N+](=O)[O-] (stereo not given) @ Mcl1 Bid PPI = -20
N#C/C(C(=O)c1ccccc1)=C1/SC=C(N)N1c1ccccc1 @ Mcl1 Noxa PPI = 55*

The list continues:
SMILES | Pf gamet viab | RGS4-Gao reg | Mcl1 Noxa PPI | GSH fluor | ABCG2 block | Avidin fluor | Mcl1 Bid PPI | RGS7-Gao reg | ABCB1 inh | Mcl-1 Bim block | RGS8-Gao
CCS(=O)(=O)c1nn2c(N)c(/C=C3/C=CC(=O)C(OC)=C3)c(=O)nc2s1 | -4 | 106 | 58* | 10 | -2 | 4 | -42 | 100 | -0.2 | 0 | 103
C#CCOCCOCCOCCNc1nc(N2CCN(C(=O)[C@H](CCC(=O)O)n3cc(C(N)[C@H](C)CC)nn3)CC2)nc(N2CCN(C(=O)[C@H](Cc3ccc(O)cc3)n3cc(C(N)[C@H](C)CC)nn3)CC2)n1 (stereo not given in full) | . | 101 | 13 | 18 | -1 | 6 | 36 | 100 | -0.6 | 2 | 101
CCc1sc(NC(=O)CCC(=O)O)nc1-c1cc2ccccc2oc1=O | 3 | 96 | -3 | 15 | 19 | 4 | 5 | 98 | 0.5 | -1 | 99
CCn1c(SCC(=O)N2CCOCC2)nc2oc3c(Cl)cc(Cl)cc3c(=O)c2c1=O | . | 101 | 54* | 11 | 2 | 26 | -66 | 104 | 0.8 | 0 | 93
CC(C)(C)NC(=O)NC(=O)Cn1ccsc1=N | -22 | 105 | 15 | 10 | 0 | 5 | -4 | 103 | 0.7 | -1 | 107
CCOC(=O)CSc1nc2ccccc2c(=O)n1NC(=O)c1ccccc1 | 9 | 101 | 13 | 35 | 3 | 11 | -21 | 97 | 0.8 | 0 | 103
